LmPK inh: qHTS Assay for Inhibitors of Leishmania Mexicana Pyruvate Kinase (LmPK); Q27686; purified LmPK, Kinase-Glo ATP luminescence, 1 h; Potency, µM (highest dose often 57.5 µM), for inactives: at the top dose activity change, negative = inhibition, most hits filed as inhibitors; 290,000 compounds, 0.37% hits; also: potency is read from the fitted curve at half-maximal effect
Target sequence (Q27686 whole entry, looked up): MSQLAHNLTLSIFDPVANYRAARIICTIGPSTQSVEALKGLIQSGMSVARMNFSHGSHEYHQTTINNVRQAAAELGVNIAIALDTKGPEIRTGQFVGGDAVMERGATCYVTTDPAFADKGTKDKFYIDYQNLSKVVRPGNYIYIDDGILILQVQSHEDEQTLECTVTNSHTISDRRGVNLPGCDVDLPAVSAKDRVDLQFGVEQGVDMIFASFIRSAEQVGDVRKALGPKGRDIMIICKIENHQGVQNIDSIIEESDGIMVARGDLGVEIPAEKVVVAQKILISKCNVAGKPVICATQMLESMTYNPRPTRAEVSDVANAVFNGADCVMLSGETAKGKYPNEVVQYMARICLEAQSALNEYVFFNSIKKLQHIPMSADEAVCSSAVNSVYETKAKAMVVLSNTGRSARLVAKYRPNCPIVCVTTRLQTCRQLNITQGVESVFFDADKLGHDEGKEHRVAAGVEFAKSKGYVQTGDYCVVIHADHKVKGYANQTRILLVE
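ATP generated from ADP (0.1 mM) and PEP (0.5 mM) by 0.1 nM LmPK over 1 h at room temperature (pH 7.2 imidazole buffer) was detected by coupled luciferase luminescence. Values were normalized to uninhibited and no-enzyme wells.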
AmpC inh no detg: qHTS Inhibitors of AmpC Beta-Lactamase (assay without detergent). P00811. AmpC nitrocefin hydrolysis, absorbance 480 nm, 0.0001% Triton. Potency, µM (top dose mostly 57.1 µM), for the others: at the highest dose activity change, negative = inhibition, actives largely listed as inhibitors. 330,000 compounds, 0.52% hits;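 also: potency is read from the fitted curve at half-maximal effect; plate controls were no compound for no effect and no enzyme for full effect; nearly all actives have a fitted effect of over 20% in size; some results filed as inactive show a strong effect at the top dose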
Target sequence (P00811 whole entry, looked up): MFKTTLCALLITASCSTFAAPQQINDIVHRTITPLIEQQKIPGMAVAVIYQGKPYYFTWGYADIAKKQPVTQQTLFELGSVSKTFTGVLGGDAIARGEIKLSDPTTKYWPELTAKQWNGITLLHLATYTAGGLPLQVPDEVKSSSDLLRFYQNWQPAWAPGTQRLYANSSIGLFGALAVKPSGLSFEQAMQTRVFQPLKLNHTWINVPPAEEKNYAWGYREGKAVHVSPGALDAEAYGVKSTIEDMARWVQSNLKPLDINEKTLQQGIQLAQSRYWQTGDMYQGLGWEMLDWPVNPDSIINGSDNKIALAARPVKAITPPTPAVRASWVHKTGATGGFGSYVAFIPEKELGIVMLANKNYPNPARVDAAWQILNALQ
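AmpC (5.3 nM in the dispensed reagent) in 20 mM phosphate pH 7.0 with 0.01% (detergent screen) or 0.0001% Triton X-100 was preincubated with compounds for 15 min at room temperature. Nitrocefin was then added from an 800 uM solution, and hydrolysis was followed at 480 nm.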
AmpC inh detg: qHTS Inhibitors of AmpC Beta-Lactamase (assay with detergent). P00811. AmpC hydrolysis of nitrocefin, absorbance 480 nm, 0.01% Triton. Potency, µM (titrated, usually from 114 µM), without a hit: at the highest dose activity change, negative = inhibition, most hits filed as inhibitors. 370,000 compounds, 0.041% hits. AID 485294, 2010;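 also: potency is read from the fitted curve at half-maximal effect; 0% = no-compound wells and -100% = no-enzyme wells; nearly all actives have a fitted effect of over 25% in size; some results filed as inactive show a strong effect at the top dose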
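20 mM phosphate pH 7.0 + 0.01% (detergent screen) or 0.0001% Triton X-100; 5.3 nM AmpC reagent; cpd preinc 15 min RT; nitrocefin (800 uM stock) to start; A480 q20 s × 4 min; Activity was normalised to no-enzyme and no-compound control wells.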
Sm TGR block: qHTS Assay for the Inhibitors of Schistosoma Mansoni Peroxiredoxins | Potency, µM (series often up to 114 µM), for inactives: at the top dose activity change, negative = inhibition, hits mostly inhibitors | AID 485364, 2010 | 360,000 compounds, 3% hits | purified TGR, DTNB reduction, TNB absorbance 405 nm; also: potency is read from the fitted curve at half-maximal effect; nearly all actives have a fitted effect of over 60% in size
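First, TGR (20 nM dispensed) and NADPH were mixed with compound. Second, a 15 min room-temperature incubation followed. Third, further NADPH and then DTNB were added to start the reaction. Finally, TNB absorbance was monitored kinetically.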
HCMV inh: qHTS Assay for inhibitors of the human cytomegalovirus (HCMV) | HFF cells, HCMV-luciferase reporter, 72 h; active compounds read low | 410,000 compounds, 4.5% hits | activity change, negative = inhibition, % at 57.5 µM; in the data active = activity change below about -60%; inconclusive = no clear call, values can overlap the other calls; inactive = above about -39%
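Screen run at 2 compound doses on HFFs infected with reporter HCMV, MOI 1 PFU/cell. Luciferase activity from cell lysates at 72 h post infection gave inhibition relative to buffer-only and Salinomycin wells.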
AMA1-RON2 inh: qHTS for Inhibitors of AMA1-RON; Towards Development of Antimalarial Drug Lead: Primary Screen; Plasmodium falciparum AMA1 (3D7) - RON2 peptide interaction; AlphaScreen AMA1-biotinylated RON2 peptide binding; Potency, µM (top dose mostly 58.2 µM), for inactives: at the highest dose activity change, negative = inhibition, hits mostly inhibitors; 360,000 compounds, 0.2% hits;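 also: potency is read from the fitted curve at half-maximal effect; 0% = vehicle wells and -100% = peptide control; nearly all actives have a fitted effect of over 45% in size; some results filed as inactive show a strong effect at the top dose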
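AMA1 (3D7) with his tag at 25 nM final met compounds first, then biotinylated RON2 peptide at 25 nM; detection used donor plus acceptor beads, 10 µg/mL apiece, read by AlphaScreen after 30 min at room temperature.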
TbPYK inhibitor: qHTS of Trypanosoma Brucei Inhibitors; pyruvate kinase (Trypanosoma brucei), Q57TT1; TbPYK enzyme, Kinase-Glo Plus ATP luminescence, 45 min; Potency, µM (series often up to 76.8 µM), for inactives: at the highest dose activity, negative = inhibition, actives largely listed as inhibitors; 410,000 compounds, 0.12% hits; AID 624173, 2012; also: potency is read from the fitted curve at half-maximal effect; nearly all actives have a fitted effect of over 50% in size
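Activity of T. brucei pyruvate kinase was followed by Kinase-Glo Plus luminescence after the enzyme reacted 45 min at room temperature with 130 uM ADP (final) and substrate. Test compounds were added before ADP at multiple concentrations.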
Starred values were filed as active, the others as inactive; ? = inconclusive; . = no result given; [ ] = another dose, or the depositor's remark. Unless noted, calls follow the shape of the dose curve; as a rule, active = well fitted curve in the direction sought with a large enough effect; inconclusive = small, poorly fitted or top-dose-only effect, or another doubt; inactive = no such curve, though single readings can be large; an effect the other way counts as inactive or inconclusive. Unless noted, % is scaled to controls: 0 for no effect and ±100 for the full control effect.

1) CCN(CC)CCOC(=O)c1ccc(NC(=O)CCCN2C(=O)S/C(=C/c3ccc(OC)cc3)C2=S)cc1
2) N#CC(c1nc2ccccc2nc1N1CCCCC1)S(=O)(=O)c1ccc(Cl)cc1 (centres undefined)
3) OC(CNCc1ccccc1)(c1ccc(F)cc1)c1ccc(F)cc1
4) C#CCOCCOCCOCCNc1nc(N2CCN(C(=O)CCCCCCCCCCNC(=O)Cn3cc(C[C@@H](C)O)nn3)CC2)nc(N2CCN(C(=O)CCCCCCCCCCNC(=O)Cn3cc(C[C@@H](C)O)nn3)CC2)n1
5) CCC(=O)Nc1ccc(NC(=O)c2ccc3ccccc3c2)cc1
6) CC(C)c1ccc(CNCCSc2nnnn2C)cc1
7) CCc1nc2sc3c(N4CCCCC4)ncnc3c2c2c1CCCC2
8) Cc1cc(C)c(C)c(S(=O)(=O)Nc2cccc(S(=O)(=O)Nc3ccccc3C(=O)O)c2)c1C

Compound	1	2	3	4	5	6	7	8
LmPK inh	5%	10%	10%	.	3%	.	.	.
AmpC inh no detg	123%[activator]	-27%	?	285%[activator]	-3%	.	.	-17%
AmpC inh detg	0%	7%	3%	3%	6%	1%	13%	.
Sm TGR block	0%	4%	1%	-11%	-1%	4%	-3%	.
HCMV inh	.	.	-4	?	-1	-27	9	-13
AMA1-RON2 inh	?	.	1%	?	-2%	.	.	-18%
TbPYK inhibitor	-6%	.	.	2%	-4%	5%	-4%	-1%

Quoted at random: 4 entries already listed.
1) CCN(CC)CCOC(=O)c1ccc(NC(=O)CCCN2C(=O)S/C(=C/c3ccc(OC)cc3)C2=S)cc1
3) OC(CNCc1ccccc1)(c1ccc(F)cc1)c1ccc(F)cc1
7) CCc1nc2sc3c(N4CCCCC4)ncnc3c2c2c1CCCC2
6) CC(C)c1ccc(CNCCSc2nnnn2C)cc1

Compound	1	3	7	6
LmPK inh	5%	10%	.	.
AmpC inh no detg	123%[activator]	?	.	.
AmpC inh detg	0%	3%	13%	1%
Sm TGR block	0%	1%	-3%	4%
HCMV inh	.	-4	9	-27
AMA1-RON2 inh	?	1%	.	.
TbPYK inhibitor	-6%	.	-4%	5%

Following part:
9) CCOc1ccccc1NC(=O)CSc1nc(N)c(C#N)cc1C#N
10) O=C(CSCc1ccccc1)N1CCN(S(=O)(=O)c2ccc(F)cc2)CC1
11) CC1(c2nnc(-c3ccncc3)o2)CC(c2cccnc2)=NO1 (centres undefined)
12) O=C1OC[C@H]2CCCN2C(=O)[C@@H](CC(=O)N(CCO)Cc2ccccc2)C/C=C\C[C@H]1Cc1ccc(F)cc1
13) O=S(=O)(c1ccccc1)N1CCC(O)(CSc2ccc(Cl)cc2)CC1
14) CN1CCN(C2Cc3cc(F)ccc3Sc3ccc(Cl)cc32)CC1 (centres undefined)
15) Nc1ncc(S(=O)(=O)NCc2ccc(F)cc2)cn1
16) Cc1ccccc1-c1nc(CN2CCC(C(=O)NCCCN3CCCC3)CC2)c(C)o1

Compound	9	10	11	12	13	14	15	16
LmPK inh	0%	2%	.	.	7%	.	.	8%
AmpC inh no detg	-35%	49%	.	257%[activator]	-2%	.	.	105%[activator]
AmpC inh detg	-12%	-3%	.	.	-14%	.	-4%	?
Sm TGR block	0%	-8%	.	.	15%	.	-2%	-10%
HCMV inh	-17	9	8	-28	-35	-9	-10	-17
AMA1-RON2 inh	5%	-14%	-5%	2%	5%	-26%	.	-11%
TbPYK inhibitor	-11%	2%	3%	-13%	-3%	4%	-1%	-1%

17) O=C(/C=C/c1c(Cl)nc2ccccn12)N1CCN(c2ccc(F)cc2)CC1
18) Cn1c(=O)c2cc(S(=O)(=O)NCCC(=O)NCc3ccccc3Cl)ccc2n(C)c1=O
19) Cc1ccc(NC(=O)/C(C#N)=C/c2ccccc2C(F)(F)F)cc1
20) CCOc1ccc(CCNS(=O)(=O)c2c(C)n[nH]c2C)cc1OCC
21) CCS(=O)(=O)c1ccc(C=NNc2nc3ccccc3o2)cc1
22) N#CC(c1ccccc1)c1ccc([N+](=O)[O-])cc1 (centres undefined)
23) COc1cc(OC)cc(C(=O)Nc2cccc(-c3cn4cccnc4n3)c2)c1
24) CCNC(=O)N(C)c1c(CC)nc2ccc(C(=O)N3CCN(S(=O)(=O)CC)CC3)cn12

Compound	17	18	19	20	21	22	23	24
LmPK inh	-1%	-1%	-2%	4%	.	.	.	.
AmpC inh no detg	-5%	-17%	-27%	-5%	.	.	.	.
AmpC inh detg	-4%	-11%	-6%	4%	.	.	-9%	.
Sm TGR block	-12%	-19%	-4%	-31%	.	.	0%	.
HCMV inh	0	-16	-39	16	45	-33	22	-23
AMA1-RON2 inh	-3%	7%	0%	5%	16%	-19%	.	5%
TbPYK inhibitor	-6%	-10%	-4%	1%	-4%	1%	-2%	7%

25) COc1ccc(NC(=O)C2CCN(C(=O)Cc3ccccc3)CC2)cc1OC
26) Cc1ccc(-n2nnnc2SCC(=O)NC2CCCc3ccccc32)c(C)c1 (centres undefined)
27) CCCn1c2ccccc2c2cnn(CC(=O)N(CC)c3cc(C)ccc3C)c(=O)c21
28) C/C(=N\NC(=O)CN1CCN(Cc2ccccc2)CC1)c1ccncc1
29) COc1ccc(N/C(N)=N/c2nc(C)c(Cc3ccccc3)c(=O)[nH]2)cc1
30) CCN(CC)CCNC(=O)COc1ccc(Cl)cc1Cl
31) Fc1ccc(-n2c(Cc3ccccc3)nnc2SCc2nc(-c3cccs3)no2)cc1
32) Cn1/c(=N\NC(=O)c2ccccc2Cl)sc2ccccc21

Compound	25	26	27	28	29	30	31	32
LmPK inh	-2%	5%	.	1%	0%	-4%	7%	0%
AmpC inh no detg	-18%	-21%	.	-7%	-21%	-11%	52%	0%
AmpC inh detg	1%	1%	12%	6%	?	0%	-1%	-3%
Sm TGR block	-5%	-3%	3%	9%	-6%	2%	1%	-2%
HCMV inh	13	-38	-38	-33	2	18	.	75
AMA1-RON2 inh	?	-31%	.	-18%	29%	4%	-2%	?
TbPYK inhibitor	0%	0%	-8%	2%	-3%	-6%	-10%	2%

33) C=CCn1c(C(CCCC)CC(C)O)n[nH]c1=S (centres undefined)
34) Cc1ccc(NC(=O)c2cc(S(=O)(=O)NC3CCCCC3)ccc2F)cc1Cl
35) COCCNC(=S)N1CCN(S(C)(=O)=O)CC1
36) Clc1ccc(-c2nn3c(-c4cccc(Cl)c4)nnc3s2)cc1
37) COCC1CCCN(Cc2cn(-c3ccccc3)nc2-c2ccc3c(c2)OCO3)C1 (centres undefined)
38) COc1cccc(C(=O)Oc2cc(C)[nH]c(=O)c2[N+](=O)[O-])c1
39) CNC(=O)c1[nH]cnc1C(=O)Nc1cccc(Cl)c1
40) CCSC1=C(C#N)C(=O)n2c1cc1c2CCCC1

Compound	33	34	35	36	37	38	39	40
LmPK inh	-12%	.	-1%	0%	-4%	-3%	.	-4%
AmpC inh no detg	-15%	.	-23%	-15%	78%[activator]	-18%	-22%	-9%
AmpC inh detg	?	15%	5%	?	-8%	2%	4%	?
Sm TGR block	-5%	8%	-2%	-1%	17%	3%	2%	-35%
HCMV inh	-22	-25	-37	.	-20	40	30	83
AMA1-RON2 inh	-4%	.	1%	.	-21%	?	78%[activator]	?
TbPYK inhibitor	?	1%	-1%	.	-2%	-4%	1%	0%

41) COc1ccc(CCN2C(=O)CC(C(C)c3ccccc3)C2=O)cc1OC (centres undefined)
42) CCOP(=O)(Cc1ccc(C(=O)CC)o1)OCC
43) CC(=O)c1ccc(-c2cc([C@H]3[C@H]4C=CC[C@@H](C)[C@@H]4C(=O)N3Cc3ccccc3)ccc2F)cc1
44) O=c1n(Cc2ccccc2F)c2ccccc2n1Cc1ccccc1F
45) COc1ccc(CCCc2nnc(SCC(=O)Nc3ccccc3F)o2)cc1C
46) Cc1ccc(Cl)cc1N1CCN(S(=O)(=O)c2cccc(S(=O)(=O)N3CCCC3)c2)CC1
47) Cc1ccc(NC(=O)c2ccc(OC(=O)C(C)Oc3ccc(Cl)cc3C)cc2)cc1 (centres undefined)
48) O=S(=O)(c1ccccc1)n1cc(-c2ccccn2)c(N2CCOCC2)n1

Compound	41	42	43	44	45	46	47	48
LmPK inh	1%	1%	4%	4%	.	-1%	5%	11%
AmpC inh no detg	62%[activator]	-4%	23%	-14%	.	-40%	-13%	32%
AmpC inh detg	2%	5%	2%	-1%	-3%	13%	-9%	?
Sm TGR block	-7%	?	4%	-3%	1%	-3%	-9%	-5%
HCMV inh	-22	1	12	-33	26	-36	76	?
AMA1-RON2 inh	0%	8%	6%	0%	.	-5%	-2%[11.6 µM]	-2%
TbPYK inhibitor	1%	-9%	-1%	2%	-2%	6%	-7%	-5%

49) COC(=O)CC1(CC(N)=O)SCCS1
50) CC(C)n1nc(C(=O)NNC(=O)c2ccc(OC(F)F)cc2)c2ccccc2c1=O
51) CN=C1SC(CC(=O)Nc2sc3c(c2C#N)CCCC3)C(=O)N1C (centres undefined)
52) CC1=C(C(=O)OCCCBr)C(c2ccc3c(c2)OCO3)NC(=O)N1 (centres undefined)
53) Cc1ccc(S(=O)(=O)NCC[C@@]2(C)C3CCC2(C)C(=O)C3)cc1 (some centres undefined)

Compound	49	50	51	52	53
LmPK inh	.	.	4%	3%	2%
AmpC inh no detg	.	-48%	9%	-10%	17%
AmpC inh detg	.	?	?	7%	7%
Sm TGR block	.	-18%	-23%	25µM*	5%
HCMV inh	-35	-16	-20	.	-39
AMA1-RON2 inh	18%	88%[activator]	-2%	-9%	2%
TbPYK inhibitor	-6%	0%	-9%	-14%	-6%

Assay outcomes deposited in PubChem BioAssay by National Center for Advancing Translational Sciences (NCATS).
